FLuc modulator: counter-screen for miR-21 project: firefly luciferase inhibitors or activators. P08659. purified FLuc, Km substrates, luminescence inhibition. Potency, µM (series often up to 57.5 µM), inactives show at the top dose activity change, negative = inhibition, hits mostly inhibitors. 360,000 tested, 6.9% active;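 further: potency means the concentration at half of the fitted maximal effect; plate controls were vehicle for no effect and reference inhibitor for full effect; nearly all actives have a fitted effect of over 55% in size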
Target sequence (P08659 whole entry, looked up): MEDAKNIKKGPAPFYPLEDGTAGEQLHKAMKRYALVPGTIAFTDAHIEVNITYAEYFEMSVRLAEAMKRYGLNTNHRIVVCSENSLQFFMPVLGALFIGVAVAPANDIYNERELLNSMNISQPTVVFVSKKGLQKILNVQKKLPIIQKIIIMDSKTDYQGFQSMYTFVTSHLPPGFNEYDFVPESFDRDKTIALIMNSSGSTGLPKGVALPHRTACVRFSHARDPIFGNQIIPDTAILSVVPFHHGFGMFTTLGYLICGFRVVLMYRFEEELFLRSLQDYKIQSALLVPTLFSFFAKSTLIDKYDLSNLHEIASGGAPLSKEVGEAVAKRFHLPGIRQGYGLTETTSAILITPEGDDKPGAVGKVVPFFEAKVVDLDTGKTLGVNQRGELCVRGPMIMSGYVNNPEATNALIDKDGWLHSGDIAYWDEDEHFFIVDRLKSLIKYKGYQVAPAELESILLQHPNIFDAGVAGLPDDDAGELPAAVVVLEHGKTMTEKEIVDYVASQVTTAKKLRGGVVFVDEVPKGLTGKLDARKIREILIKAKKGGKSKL
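Purified P. pyralis luciferase (10nM final) with 10uM D-luciferin and 10uM ATP (Km levels) in 50mM Tris acetate pH 7.5, 10mM Mg acetate, 0.01% Tween-20, 0.05% BSA; qHTS 6-point titration, ~60 µM downward; luminescence read.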
Tb PFK inh: blocks T. brucei phosphofructokinase; O15648; T. brucei PFK, ADP-Glo luminescence; Potency, µM (series often up to 57.5 µM), for the others: top-dose activity, negative = inhibition, hits mostly inhibitors; 330,000 tested, 0.17% active; AID 485367;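 further: potency means the concentration at half of the fitted maximal effect; 0% = uninhibited 1x PFK enzyme wells and -100% = no-enzyme wells; nearly all actives have a fitted effect of over 60% in size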
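Compounds were pin-transferred as a titration series up to 57 uM into substrate buffer (0.5 mM F6P, 0.1 mM ATP, pH 8.0), then 1.25 nM PFK was added and reactions ran 45 min before ADP-Glo detection.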
ELG1 genotoxic: induces genotoxicity in HEK293T cells with luciferase-tagged ELG1; HEK293T ELG1-luciferase reporter, luminescence, 16 h; Potency, µM (doses to about 46 µM), for the others: at the top dose activity change, positive = activation, hits mostly activators; 330,000 tested, 1.3% active; AID 504466; further: potency means the concentration at half of the fitted maximal effect; % of control where 0% means no effect; nearly all actives have a fitted effect of over 60% in size
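HEK293T cells expressing luciferase-tagged ELG1 were treated with compound or DMSO for 16 hr at 37°C. Luciferase activity was then read after 30 min with ONE-Glo at room temperature; rising signal flags genetic stress.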
Giardia killer: Giardia lamblia killing; 340,000 tested, 0.15% active; activity change, % at 7.66 µM, hits read low; AID 540267; Giardia lamblia trophozoite viability; in the data active means activity change below about -80%; inconclusive means between about -30% and that limit;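 further: parasites exposed to compound for two days anaerobically before the ATP read; on the % scale 0 is the no-effect control and ±100 the full control effect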
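Killing of trophozoites was scored by loss of ATP luminescence after a 48 hrs anaerobic exposure to compounds at 37 deg C, using 100 cells per well.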
uPA generation: blocks generation of uPA at the cell surface. Potency, µM (series often up to 38.3 µM), without a hit: at the highest dose activity change, negative = inhibition, usual class: inhibitors. cell surface uPA generation assay, qHTS. AID 540303. 330,000 tested, 0.31% active; active means well fitted inhibition curve with a large enough effect; inconclusive means small, poorly fitted or top-dose-only effect; inactive means no such curve, though single readings can be large or run the other way; tested in mouse RAW 264.7 cells; further: potency means the concentration at half of the fitted maximal effect; on the % scale 0 is the no-effect control and ±100 the full control effect; nearly all actives have a fitted effect of over 55% in size
KCNH2 3.1 inh: blocks the human KCNH2 3.1 channel isoform; U2OS KCNH2 3.1, thallium flux FluxOr; active compounds read low; 340,000 tested, 0.95% active; activity change, % (tested at about 1.8 µM);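 active means maximum activity change below -70%; inconclusive means maximum activity change from -70% to -50%; inactive means maximum activity change above -50%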;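 further: thallium influx rate constant from kinetic fluorescence after stimulation buffer; on the % scale 0 is the no-effect control and ±100 the full control effect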
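Measured as rate of thallium-driven FluxOr signal in transduced U2OS cells carrying the 3.1 channel, read kinetically for 2 min upon stimulation; values are rate constants scaled to DMSO control wells.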
* = called active by the depositor; u = inconclusive; x = not tested or not shown. Unless noted, the call rests on the fitted dose curve; in most records, active means well fitted curve in the direction sought with a large enough effect; inconclusive means small, poorly fitted or top-dose-only effect, or another doubt; inactive means no such curve, though single readings can be large; an effect the other way counts as inactive or inconclusive. A portion of the library; the hit share may differ from the screen's.

Codes – A = FLuc modulator; B = Tb PFK inh; C = ELG1 genotoxic; D = Giardia killer; E = uPA generation; F = KCNH2 3.1 inh
Fc1ccccc1-c1nc(-c2ccc(-c3nn[nH]n3)cc2)no1
  A: x	B: 1%	C: u	D: 7	E: -14%	F: x
C=CCNc1oc(-c2cccc(Cl)c2)nc1C#N
  A: x	B: 27µM*	C: 2%	D: -3	E: u	F: x
O=C(C[C@@H]1C/C=C\C[C@H](NC(=O)OCC2c3ccccc3-c3ccccc32)C(=O)OC[C@@H]2CCCN2C1=O)N[C@H](CO)Cc1ccccc1
  A: x	B: 8%	C: 0%	D: 2	E: -12%	F: x
C[C@@H]1[C@H]2CCCC[C@H]2CN(C(=O)OC(C)(C)C)[C@@H]1c1cn(Cc2ccccc2)c2ccc(F)cc12
  A: x	B: 6%	C: 0%	D: -25	E: 7%	F: x
O=[N+]([O-])c1ccccc1S(=O)(=O)N1CCN(S(=O)(=O)c2ccc3c(c2)OCCO3)CC1
  A: x	B: 5%	C: -2%	D: 11	E: -2%	F: x
O=C(NCCc1ccccn1)c1c(-c2ccccc2)sc2ccccc12
  A: x	B: -1%	C: -1%	D: -2	E: -3%	F: x
C=CC[C@H](CC(=O)N(CCO)Cc1ccccc1)C(=O)N[C@H](COC(=O)[C@@H](CC=C)CC(=O)OC(C)(C)C)Cc1c[nH]c2ccccc12
  A: x	B: -2%	C: -13%	D: -12	E: -15%	F: x
COc1ccc2oc(C(=O)NC(C)c3ccccn3)c(C)c2c1 (centres undefined)
  A: x	B: -3%	C: 0%	D: 4	E: 3%	F: x
CC(C)(C)OC(=O)C[C@H]1C/C=C\C[C@@H](CC(=O)N(CCO)Cc2ccccc2)C(=O)N[C@H](Cc2ccccc2)COC1=O
  A: x	B: -1%	C: 0%	D: 4	E: 6%	F: x
CC(C)NC(=O)N(C)C[C@H]1Oc2c(NC(=O)Nc3ccccc3)cccc2C(=O)N([C@H](C)CO)C[C@@H]1C
  A: x	B: 0%	C: -1%	D: -3	E: -1%	F: x

Other results follow:
Codes – A = FLuc modulator; B = Tb PFK inh; C = ELG1 genotoxic; D = Giardia killer; E = uPA generation; F = KCNH2 3.1 inh
O=S(=O)(c1ccc2ccccc2c1)N1CCN(S(=O)(=O)c2c(F)cccc2F)CC1
  A: x	B: 9%	C: u	D: -11	E: -2%	F: x
COc1ccc(CNC(=O)C[C@H]2C[C@H](C(=O)N3CCOCC3)[C@@]3(C)c4[nH]c5ccc(Cl)cc5c4CCN3C2=O)cc1OC
  A: x	B: -3%	C: 0%	D: -17	E: -12%	F: x
CC(C)[C@H](NC(=O)c1ccccc1)C(=O)OCC(=O)Nc1ncc(Cl)cc1Cl
  A: x	B: 3%	C: 1%	D: 6	E: 4%	F: x
Cc1cc(C(=O)Nc2cccc3c2O[C@@H](CN(C)S(=O)(=O)c2ccccc2)[C@H](C)CN([C@@H](C)CO)C3=O)n(C)n1
  A: x	B: 1%	C: -1%	D: 16	E: 16%	F: x
CCCCCCSc1ccc(-c2nc3cnccn3c2NCCCC)cc1
  A: x	B: 6%	C: -2%	D: 9	E: -1%	F: x
C[C@H]1CN(S(=O)(=O)c2ccc3c(c2)OCCO3)CCN1S(=O)(=O)c1c(F)cccc1F
  A: x	B: 7%	C: -3%	D: -25	E: 4%	F: x
COc1ccc(C2=Nn3c(nnc3-c3ccccc3OC)SC2)cc1OC1CCCC1
  A: x	B: -7%	C: -7%	D: -23	E: u	F: x
CCOc1ccc(-n2c(SCC(=O)NCc3ccco3)nc3c([nH]c4ccccc43)c2=O)cc1
  A: -5%	B: x	C: x	D: 2	E: 1%	F: 1
COc1ccc(OC)c(NC(=O)C2CCCN(S(=O)(=O)c3c(C)nn(C)c3C)C2)c1 (centres undefined)
  A: -1%	B: x	C: x	D: 18	E: -18%	F: -2
c1ccc(CNc2ncnc3[nH]ncc23)cc1
  A: -4%	B: x	C: x	D: 10	E: 1%	F: 0

Not a retest: 9 of the compounds above.
Codes – A = FLuc modulator; B = Tb PFK inh; C = ELG1 genotoxic; D = Giardia killer; E = uPA generation; F = KCNH2 3.1 inh
COc1ccc(CNC(=O)C[C@H]2C[C@H](C(=O)N3CCOCC3)[C@@]3(C)c4[nH]c5ccc(Cl)cc5c4CCN3C2=O)cc1OC
  A: x	B: -3%	C: 0%	D: -17	E: -12%	F: x
CC(C)[C@H](NC(=O)c1ccccc1)C(=O)OCC(=O)Nc1ncc(Cl)cc1Cl
  A: x	B: 3%	C: 1%	D: 6	E: 4%	F: x
Cc1cc(C(=O)Nc2cccc3c2O[C@@H](CN(C)S(=O)(=O)c2ccccc2)[C@H](C)CN([C@@H](C)CO)C3=O)n(C)n1
  A: x	B: 1%	C: -1%	D: 16	E: 16%	F: x
CCCCCCSc1ccc(-c2nc3cnccn3c2NCCCC)cc1
  A: x	B: 6%	C: -2%	D: 9	E: -1%	F: x
C[C@H]1CN(S(=O)(=O)c2ccc3c(c2)OCCO3)CCN1S(=O)(=O)c1c(F)cccc1F
  A: x	B: 7%	C: -3%	D: -25	E: 4%	F: x
COc1ccc(C2=Nn3c(nnc3-c3ccccc3OC)SC2)cc1OC1CCCC1
  A: x	B: -7%	C: -7%	D: -23	E: u	F: x
CCOc1ccc(-n2c(SCC(=O)NCc3ccco3)nc3c([nH]c4ccccc43)c2=O)cc1
  A: -5%	B: x	C: x	D: 2	E: 1%	F: 1
COc1ccc(OC)c(NC(=O)C2CCCN(S(=O)(=O)c3c(C)nn(C)c3C)C2)c1 (centres undefined)
  A: -1%	B: x	C: x	D: 18	E: -18%	F: -2
c1ccc(CNc2ncnc3[nH]ncc23)cc1
  A: -4%	B: x	C: x	D: 10	E: 1%	F: 0

From PubChem
